From PubChem BioAssay
APJ antag – antagonists of human APJ apelin receptor | P35414 | CHO-K1 APJ beta-arrestin complementation, luminescence | hit rate 0.32% among 330,000 | inhibition, % at 20 µM | AID 2521;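 active = inhibition above about 40% at 20 µM, limit read from the data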;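 also: cells challenged with 10 nM apelin-13 agonist together with compound; plate controls were apelin-13 plus DMSO wells for no effect and DMSO wells lacking apelin-13 for full effect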
Target sequence (P35414 whole entry, looked up): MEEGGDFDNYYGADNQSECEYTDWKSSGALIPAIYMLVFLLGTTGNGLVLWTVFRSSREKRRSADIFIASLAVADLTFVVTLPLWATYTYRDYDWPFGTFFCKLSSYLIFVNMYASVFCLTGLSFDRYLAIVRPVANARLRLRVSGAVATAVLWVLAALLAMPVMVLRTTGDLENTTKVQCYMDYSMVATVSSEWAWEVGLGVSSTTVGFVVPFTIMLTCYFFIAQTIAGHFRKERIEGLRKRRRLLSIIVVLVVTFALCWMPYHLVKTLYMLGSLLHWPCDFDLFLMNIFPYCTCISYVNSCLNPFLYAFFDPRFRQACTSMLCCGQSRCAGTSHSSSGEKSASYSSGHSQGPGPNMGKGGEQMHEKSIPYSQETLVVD
tim23-1 inh – growth inhibitors of tim23-1 mutant yeast; inhibition, % at 20 µM; AID 463212; S. cerevisiae tim23-1 growth, BacTiter-Glo luminescence, 24 h; hit rate 1.3% among 330,000;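 active = growth inhibition of the mutant yeast at or above 50%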;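 also: temperature-sensitive mutant grown at 25 °C; plate controls were DMSO-treated mutant yeast for no effect and medium wells lacking yeast for full effect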
APJ agonist – agonists of human APJ apelin receptor; P35414; CHO-K1 APJ PathHunter beta-arrestin, luminescence; 0% DMSO wells, 100% apelin; activation, % at 20 µM; hit rate 0.11% among 330,000;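 active = activation more than six SD over the plate average, tested at 20 µM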;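 also: 0% = DMSO alone and 100% = apelin-13 at 10 nM; some results filed as inactive read as strong as hits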
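Material: engineered CHO-K1 APJ arrestin reporter cells; amount: 1000 CHO-K1 reporter cells seeded per well; incubation: compound stimulation 90 min at 25 °C, detection 60 min; signal: luminescent beta-gal fragment complementation, chemiluminescent substrate; read-out basis: APJ agonist activity; controls: DMSO-only wells as negative, 10 nM Apelin-13 as positive control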
697 NFkB inh – inhibitors of the PMA/ionomycin-induced NF-kB reporter in 697 B cells; hit rate 0.33% among 330,000; AID 435022; inhibition, % at 4 µM; 697 B-cell NF-kB luciferase reporter, 16 h; in the data active = inhibition above about 35%
Mdm2 MdmX PPI – disrupts the human Mdm2-MdmX interaction; SaOS-2 split-luciferase Mdm2/MdmX complementation, luminescence; inhibition, % at 8 µM; hit rate 3% among 330,000;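 active = inhibition of at least 50% at 8 µM in the primary screen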
UPR CHOP act – activators of apoptotic arm of unfolded protein response (CHOP) | CHO-CHOP luciferase reporter, UPR activation, luminescence; percent of tunicamycin response over DMSO baseline | hit rate 0.34% among 330,000 | AID 449763 | activation, % at 10 µM;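 active = at 10 µM dose, activation of 40% or more, normalized to positive control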;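 also: 100% = tunicamycin at 10 µg/mL and 0% = DMSO alone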
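Assay system: CHO-CHOP cells, stable luciferase reporter of PERK-eIF2a-CHOP signalling / Buffer or medium: F12 plus 10% serum / Compound dosing: one dose, 10 µM in 0.5% DMSO / Times: 6 h compound treatment, 37 °C / Technique: luciferase luminescence / Read-out: % reporter activation, DMSO baseline versus tunicamycin full activation / Benchmarks: tunicamycin and DMSO controls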
XBP1 UPR activ – activators of adaptive arm of unfolded protein response (XBP1); CHO-XBP1 luciferase reporter, IRE1-XBP1 UPR activation, luminescence; percent of tunicamycin response, DMSO as zero; hit rate 0.33% among 330,000; activation, % at 20 µM; AID 463104;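 active = versus positive control, 20 µM dose yields 30% or more activation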;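 also: 100% = tunicamycin at 10 µg/mL and 0% = DMSO only wells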
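assay system = CHO-XBP1 luciferase reporter cells | amount = 1000 cells/well | buffer or medium = F12 plus 10% FBS | compound dosing = single point, 20 µM final compound, 1% DMSO | incubation = 16-18 h cell attachment at 37 °C, then 6 h compound exposure | detection = Steady-Glo luminescence read | controls = tunicamycin 10 µg/mL and vehicle-only wells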
Jurkat NFkB inh – inhibitors of the PMA/ionomycin-induced NF-kB reporter in Jurkat cells. PMA/ionomycin-induced NF-kB luciferase reporter, luminescence. hit rate 0.53% among 330,000. inhibition, % at 4 µM; in the data active = inhibition above about 50%
* marks the source's active call; other numbers are inactive results.

COc1cc(OC)c(C(=O)N2CCN(c3ccccn3)CC2)cc1OC was read as APJ antag 11.3, tim23-1 inh 15.1, APJ agonist 0.5, 697 NFkB inh 13.2, Mdm2 MdmX PPI 2.5, UPR CHOP act -0.4, XBP1 UPR activ -1.1 and Jurkat NFkB inh 5.6.
Screening CCC(C)[C@H](NC(=O)N1CCn2c1nc1ccccc12)C(=O)NCCc1ccc(OC)c(OC)c1 (stereo not given in full) returned APJ antag 6.5, tim23-1 inh 10.2, APJ agonist -1.6, 697 NFkB inh -5.5, Mdm2 MdmX PPI 22.7, UPR CHOP act -0.4, XBP1 UPR activ -1.3 and Jurkat NFkB inh -6.5.
`CCc1nnc(NC(=O)CCC(=O)N2CCN(Cc3ccc(Cl)cc3)CC2)s1` gave APJ antag 15.6, tim23-1 inh 6.5, APJ agonist -1.7, 697 NFkB inh -5.9, Mdm2 MdmX PPI 13.2, UPR CHOP act 0.3, XBP1 UPR activ 3.7 and Jurkat NFkB inh 0.8.
`O=C(c1cc2c(=O)n3ccccc3nc2s1)N1CCOCC1` gave APJ antag 14.6, tim23-1 inh 17.3, APJ agonist -4.5, 697 NFkB inh -10.4, Mdm2 MdmX PPI -11.4, UPR CHOP act -0.1, XBP1 UPR activ 0.7 and Jurkat NFkB inh -63.6.
`Cc1ncoc1C(=O)N1CCCC(C(=O)c2ccc3c4c(cccc24)CC3)C1` (stereo not given) gave APJ antag -16.7, tim23-1 inh 19.7, APJ agonist -1.3, 697 NFkB inh -20.4, Mdm2 MdmX PPI -6.0, UPR CHOP act 0.1, XBP1 UPR activ -0.6 and Jurkat NFkB inh -14.2.
`COc1ccc(C2C(C(C)=O)=C(O)C(=O)N2c2nccs2)cc1` (stereo not given) gave APJ antag 13.7, tim23-1 inh 9.1, APJ agonist -4.7, 697 NFkB inh 1.0, Mdm2 MdmX PPI 7.5, UPR CHOP act 1.6, XBP1 UPR activ 0.6 and Jurkat NFkB inh 1.0.
Screening CCOc1cc(-c2cc(-c3ccc(C)o3)nc(N)c2C#N)ccc1O returned APJ antag 33.3, tim23-1 inh 31.1, APJ agonist -7.6, 697 NFkB inh 25.1, Mdm2 MdmX PPI 35.9, UPR CHOP act -2.6, XBP1 UPR activ 9.9 and Jurkat NFkB inh 8.4.
Cc1ccc(CN2C(=O)CCC2C(=O)NCCN2CCOCC2)cc1 (stereo not given) was read as APJ antag 5.2, tim23-1 inh 5.0, APJ agonist -3.2, 697 NFkB inh 3.2, Mdm2 MdmX PPI 14.0, UPR CHOP act -3.2, XBP1 UPR activ -3.7 and Jurkat NFkB inh -1.4.
For CSc1ncccc1C(=O)OCC(=O)NCc1cccs1 the results were APJ antag 5.9, tim23-1 inh 7.2, APJ agonist -4.2, 697 NFkB inh -0.9, Mdm2 MdmX PPI 4.1, UPR CHOP act -0.5, XBP1 UPR activ -0.7 and Jurkat NFkB inh 10.4.
For Clc1ccc(-n2c(SCc3nc4ccccc4[nH]3)nnc2-c2ccncc2)cc1 the results were APJ antag 16.2, tim23-1 inh 27.8, APJ agonist -2.0, 697 NFkB inh 6.3, Mdm2 MdmX PPI 9.4, UPR CHOP act -1.2, XBP1 UPR activ -3.1 and Jurkat NFkB inh -26.8.
`COc1cc(NC(=O)COc2ccc(F)cc2)nc(OC)n1` gave APJ antag -5.6, tim23-1 inh 10.2, APJ agonist -6.0, 697 NFkB inh 7.4, Mdm2 MdmX PPI 7.3, UPR CHOP act 1.2, XBP1 UPR activ 1.9 and Jurkat NFkB inh 12.1.
`Cc1ccccc1NC(=O)c1ccccc1NC(=O)Cc1cccc2ccccc12` gave APJ antag -8.9, tim23-1 inh 18.1, APJ agonist 0.8, 697 NFkB inh -29.5, Mdm2 MdmX PPI -6.6, UPR CHOP act 0.1, XBP1 UPR activ -2.5 and Jurkat NFkB inh 3.1.
For Cc1csc2c(N3CCN(S(=O)(=O)c4ccc(Cl)cc4)CC3)ncnc12 the results were APJ antag 7.9, tim23-1 inh 8.7, APJ agonist -1.6, 697 NFkB inh 1.6, Mdm2 MdmX PPI -1.8, UPR CHOP act -0.2, XBP1 UPR activ 1.2 and Jurkat NFkB inh 12.5.
For COc1ccc(CCNC(=O)CC2Nc3ccccc3NC2=O)cc1 (stereo not given) the results were APJ antag 5.7, tim23-1 inh 22.6, APJ agonist 2.1, 697 NFkB inh -5.1, Mdm2 MdmX PPI 3.8, UPR CHOP act 0.4, XBP1 UPR activ 2.1 and Jurkat NFkB inh 1.4.
For CCN(CC)CCn1c(NCc2nc3ccccc3n2Cc2ccccc2)nc2ccccc21 the results were APJ antag 29.2, tim23-1 inh -55.0, APJ agonist -6.5, 697 NFkB inh 3.9, Mdm2 MdmX PPI 36.0, UPR CHOP act 0.6, XBP1 UPR activ -5.0 and Jurkat NFkB inh 3.7.
For COc1ccc(C(CNC(=O)CN2C(=O)NC3(CC(C)CC(C)(C)C3)C2=O)N2CCOCC2)cc1 (stereo not given) the results were APJ antag -1.9, tim23-1 inh 7.1, APJ agonist -1.1, 697 NFkB inh -20.5, Mdm2 MdmX PPI -20.3, UPR CHOP act 0.3, XBP1 UPR activ -0.6 and Jurkat NFkB inh 3.4.
Cc1cc(C)cc(C(=O)n2cnnc2N)c1 was read as APJ antag 8.9, tim23-1 inh 21.2, APJ agonist 5.7, 697 NFkB inh 2.2, Mdm2 MdmX PPI -9.3, UPR CHOP act -2.2, XBP1 UPR activ -2.7 and Jurkat NFkB inh -9.7.
For C/C(=N\NC(=O)c1cccc(S(=O)(=O)N2CCCC2)c1)c1ccc(F)cc1 the results were APJ antag 13.9, tim23-1 inh -2.4, APJ agonist -3.2, 697 NFkB inh 15.7, Mdm2 MdmX PPI 12.5, UPR CHOP act 1.5, XBP1 UPR activ 1.2 and Jurkat NFkB inh -8.2.
Cc1nnc(SCC(=O)Nc2cc(C(C)(C)C)nn2-c2ccccc2)s1 was read as APJ antag -10.7, tim23-1 inh 15.3, APJ agonist -3.4, 697 NFkB inh -12.2, Mdm2 MdmX PPI -19.9, UPR CHOP act 2.2, XBP1 UPR activ -0.8 and Jurkat NFkB inh 9.2.
For CNC(=O)NNC(=O)c1onc(-c2c(Cl)cccc2Cl)c1C(=O)OC the results were APJ antag -19.1, tim23-1 inh -23.0, APJ agonist 0.4, 697 NFkB inh 1.7, Mdm2 MdmX PPI 21.5, UPR CHOP act 0.5, XBP1 UPR activ -3.2 and Jurkat NFkB inh -5.3.
`C[C@H](NC(=O)c1[nH]cnc1C(=O)N[C@H](C)c1ccccc1)c1ccccc1` gave APJ antag 0.5, tim23-1 inh 32.9, APJ agonist -5.6, 697 NFkB inh 13.5, Mdm2 MdmX PPI 18.1, UPR CHOP act 0.9, XBP1 UPR activ -2.6 and Jurkat NFkB inh -1.6.
`O=[N+]([O-])c1ccc(S(=O)(=O)N2CCN(C3CCN(Cc4ccccc4)CC3)CC2)cc1` gave APJ antag 9.4, tim23-1 inh -8.7, APJ agonist 3.2, 697 NFkB inh 5.2, Mdm2 MdmX PPI -8.7, UPR CHOP act 2.8, XBP1 UPR activ -3.4 and Jurkat NFkB inh 1.3.
CCOc1ccc(N(CC(=O)Nc2cccc(Cl)c2)S(=O)(=O)c2c(C)noc2C)cc1 was read as APJ antag -0.6, tim23-1 inh 29.2, APJ agonist -1.3, 697 NFkB inh -1.8, Mdm2 MdmX PPI 39.5, UPR CHOP act 0.1, XBP1 UPR activ -5.7 and Jurkat NFkB inh 6.7.
CC(=O)c1c(C)[nH]c(C(=O)N2CCCCCC2)c1C was read as APJ antag 8.8, tim23-1 inh 18.4, APJ agonist 2.7, 697 NFkB inh 9.0, Mdm2 MdmX PPI 12.3, UPR CHOP act 0.3, XBP1 UPR activ -1.4 and Jurkat NFkB inh 11.5.
`O=C(/C=C/NNC(=O)c1cccc(Br)c1)c1cccc(Br)c1` gave APJ antag 8.0, tim23-1 inh 29.5, APJ agonist -3.8, 697 NFkB inh -8.1, Mdm2 MdmX PPI 48.5, UPR CHOP act -1.9, XBP1 UPR activ -1.7 and Jurkat NFkB inh 5.6.
CN(C)C(=O)c1cc(C(=O)c2ccc(F)cc2C(F)(F)F)c[nH]1 was read as APJ antag 5.7, tim23-1 inh 5.4, APJ agonist -1.4, 697 NFkB inh -25.1, Mdm2 MdmX PPI -4.9, UPR CHOP act -0.3, XBP1 UPR activ 3.0 and Jurkat NFkB inh 23.2.
For COc1ccc(/C(C)=N\NC(=O)C(c2ccncc2)N2CCOCC2)cc1 (stereo not given) the results were APJ antag -18.2, tim23-1 inh 5.4, APJ agonist -1.0, 697 NFkB inh 9.1, Mdm2 MdmX PPI 6.8, UPR CHOP act 0.0, XBP1 UPR activ -4.4 and Jurkat NFkB inh -2.0.
Screening CCN1CCN(CC(=O)Nc2c(OC)cccc2OC)CC1 returned APJ antag 5.0, tim23-1 inh -4.8, APJ agonist -1.9, 697 NFkB inh 6.6, Mdm2 MdmX PPI -7.1, UPR CHOP act 1.8, XBP1 UPR activ 2.5 and Jurkat NFkB inh 10.0.
Screening COC(=O)C(Cc1c[nH]c2ccccc12)NC(C)=O (stereo not given) returned APJ antag 12.4, tim23-1 inh 16.1, APJ agonist 0.3, 697 NFkB inh 12.2, Mdm2 MdmX PPI 1.1, UPR CHOP act -1.6, XBP1 UPR activ -0.3 and Jurkat NFkB inh 5.6.
COCCn1cnnc1SCC(=O)Nc1cccc(S(=O)(=O)N2CCCCCC2)c1 was read as APJ antag 12.5, tim23-1 inh 0.4, APJ agonist -3.9, 697 NFkB inh 0.3, Mdm2 MdmX PPI 14.1, UPR CHOP act 1.3, XBP1 UPR activ 1.7 and Jurkat NFkB inh 2.2.

Nothing new here: entries from further up.
`C[C@H](NC(=O)c1[nH]cnc1C(=O)N[C@H](C)c1ccccc1)c1ccccc1` gave APJ antag 0.5, tim23-1 inh 32.9, APJ agonist -5.6, 697 NFkB inh 13.5, Mdm2 MdmX PPI 18.1, UPR CHOP act 0.9, XBP1 UPR activ -2.6 and Jurkat NFkB inh -1.6.
`O=[N+]([O-])c1ccc(S(=O)(=O)N2CCN(C3CCN(Cc4ccccc4)CC3)CC2)cc1` gave APJ antag 9.4, tim23-1 inh -8.7, APJ agonist 3.2, 697 NFkB inh 5.2, Mdm2 MdmX PPI -8.7, UPR CHOP act 2.8, XBP1 UPR activ -3.4 and Jurkat NFkB inh 1.3.
CCOc1ccc(N(CC(=O)Nc2cccc(Cl)c2)S(=O)(=O)c2c(C)noc2C)cc1 was read as APJ antag -0.6, tim23-1 inh 29.2, APJ agonist -1.3, 697 NFkB inh -1.8, Mdm2 MdmX PPI 39.5, UPR CHOP act 0.1, XBP1 UPR activ -5.7 and Jurkat NFkB inh 6.7.
CC(=O)c1c(C)[nH]c(C(=O)N2CCCCCC2)c1C was read as APJ antag 8.8, tim23-1 inh 18.4, APJ agonist 2.7, 697 NFkB inh 9.0, Mdm2 MdmX PPI 12.3, UPR CHOP act 0.3, XBP1 UPR activ -1.4 and Jurkat NFkB inh 11.5.
`O=C(/C=C/NNC(=O)c1cccc(Br)c1)c1cccc(Br)c1` gave APJ antag 8.0, tim23-1 inh 29.5, APJ agonist -3.8, 697 NFkB inh -8.1, Mdm2 MdmX PPI 48.5, UPR CHOP act -1.9, XBP1 UPR activ -1.7 and Jurkat NFkB inh 5.6.
